Screening results as filed in PubChem BioAssay.
All columns: NCI-60 one-dose screen, growth in % after 48 h at 10 µM unless noted; 100 = growth as untreated, 0 = no growth, -100 = all killed.
IGROV1 = IGROV1 ovarian cancer. 79,000 compounds, 4.7% hits. AID 1794786
TK-10 = TK-10 renal cancer cells; 81,000 compounds, 3.9% hits
SN12C = SN12C renal cancer cells; 81,000 compounds, 3.8% hits
OVCAR-4 = OVCAR-4 ovarian cancer cells. 80,000 compounds, 3.7% hits
UO-31 = UO-31 renal cancer; 81,000 compounds, 5.2% hits
SK-OV-3 = SK-OV-3 ovarian cancer cells; 80,000 compounds, 3.2% hits; AID 1794785
OVCAR-5 = OVCAR-5 ovarian cancer; 82,000 compounds, 2.9% hits
786-0 = 786-0 renal cancer cells; AID 1794775; 81,000 compounds, 5.1% hits
The depositor's hits bear a star; / = not tested or not shown; & = joins results of further samples. Rule for the calls: active = growth percent below 10; inactive = the rest.

Start of the data: the first 2 compounds, ahead of the listing:
Fields – IGROV1	SK-OV-3	OVCAR-4	SN12C	786-0	OVCAR-5	UO-31	TK-10
CCCCCCNP(=O)(N1CC1CC)N1CC1CC (stereo not drawn)
  109	107	124	106	103	112	103	110
NNC(=O)Nc1nn[nH]n1
  98	105	116	94	107	97	88	104

This part in full, previewed entries included:
Fields – IGROV1	SK-OV-3	OVCAR-4	SN12C	786-0	OVCAR-5	UO-31	TK-10
CCCCCCNP(=O)(N1CC1CC)N1CC1CC (stereo not drawn)
  109	107	124	106	103	112	103	110
NNC(=O)Nc1nn[nH]n1
  98	105	116	94	107	97	88	104
CCOP(=O)(C/C=C/c1ccccc1)OCC
  110	109	100	106	106	98	92	122
CN1CC(Br)C(=O)NC1=O (stereo not drawn)
  95	125	88	97	83	108	90	102
COc1cc2c(cc1OC)[C@@]13CCN4CC5=CCOC6CC(=O)N2C1[C@H]6[C@H]5C[C@H]43 (stereo partly drawn)
  103	98	109	99	104	/	89	106
OB(O)c1ccc(Cl)cc1
  /	113	93	112	105	110	77	93
CCOC(=O)[C@@H](C)C[C@H](Cc1ccccc1)NC(=O)c1csc([C@@H](C[C@H](C(C)C)N(C)C(=O)[C@@H](NC(=O)[C@H]2CCCCN2C)C(C)(C)C)OC(C)=O)n1
  18	13	43	13	4.6*	32	21	49
CC(C)(C)C(=O)OCOP(=O)(OCOC(=O)C(C)(C)C)C1CCCN(O)C1=O (stereo not drawn)
  -4.0*	12	11	2.7*	12	33	5.9*	2.8*
O=C(NC([Se])=NC1CCCCC1)c1ccccc1
  14	5.3*	76	40	39	62	6.4*	29
O=C(OCCN1CCCCC1)C(O)(c1ccccc1)c1ccccc1
  107	100	108	/	105	100	91	90

6 compounds from above, sorted by count of non-hydrogen atoms, lowest first.
Fields – IGROV1	SK-OV-3	OVCAR-4	SN12C	786-0	OVCAR-5	UO-31	TK-10
CN1CC(Br)C(=O)NC1=O (stereo not drawn)
  95	125	88	97	83	108	90	102
CCOP(=O)(C/C=C/c1ccccc1)OCC
  110	109	100	106	106	98	92	122
O=C(NC([Se])=NC1CCCCC1)c1ccccc1
  14	5.3*	76	40	39	62	6.4*	29
O=C(OCCN1CCCCC1)C(O)(c1ccccc1)c1ccccc1
  107	100	108	/	105	100	91	90
COc1cc2c(cc1OC)[C@@]13CCN4CC5=CCOC6CC(=O)N2C1[C@H]6[C@H]5C[C@H]43 (stereo partly drawn)
  103	98	109	99	104	/	89	106
CCOC(=O)[C@@H](C)C[C@H](Cc1ccccc1)NC(=O)c1csc([C@@H](C[C@H](C(C)C)N(C)C(=O)[C@@H](NC(=O)[C@H]2CCCCN2C)C(C)(C)C)OC(C)=O)n1
  18	13	43	13	4.6*	32	21	49

The results go on.
Fields – IGROV1	SK-OV-3	OVCAR-4	SN12C	786-0	OVCAR-5	UO-31	TK-10
CN(CCCl)CC1OC(c2ccccc2)OC2C1OC1OC(C)(C)OC12 (stereo not drawn)
  107	105	123	101	104	106	100	98
CCCC1=NNC(=O)C1(Br)Br
  100	101	92	101	100	109	83	99
CCCCNc1nc2c(s1)C1=CC[C@@H]3[C@H](CC[C@]4(C)C(=O)CC[C@@H]34)[C@@]1(C)CC2
  111	105	106	105	108	115	88	111
CC1=C(CCCOC(=O)[C@H](N)CC(C)C)C2=C(C)C3(CC3)[C@@](C)(O)C(=O)C2=C1
  2.8*	-18*	4.8*	29	1.3*	23	-42*	-19*
CC(C)=CC1C(C(=O)OCc2cccc(Oc3ccccc3)c2)C1(C)C (stereo not drawn)
  93	102	97	94	81	101	77	97
CC1=C(C)CC2(CC1)C(=O)NC(=O)NC2=O
  97&104	104&94	112&105	100&97	96&118	103&101	78&87	96&92
CCC(CC)COC(=O)CI
  110	105	98	97	104	99	96	106
COC(=O)c1ccc(-n2cc(CCCN(CCNc3ccnc4cc(Cl)ccc34)C(=O)CCC(=O)O[C@@H]3O[C@@H]4OC5(C)CC[C@H]6[C@H](C)CC[C@@H]([C@H]3C)[C@@]46OO5)nn2)cc1
  40	86	46	44	52	49	20	61
O=c1cccc2n1C[C@H]1CNCC2C1
  37	60	62	62	56	64	32	66
CCCCN(N=O)C(=O)OCC
  110	106	111	99	103	106	93	116
C/C1=C/C(=O)O[C@@H]2C[C@@H](CC[C@H](C)/C=C\C=C\CC1)O[C@@](O)([C@@H]1CSC(=O)N1CO)C2
  /	-14*	20	48	6.8*	-3.2*	-83*	-39*
CNC1(c2ccccc2Cl)CCCCC1=O (stereo not drawn)
  /	111	108	106	118	100	85	111
O=C(COc1ccc([N+](=O)[O-])cc1)Nc1cccc(S(=O)(=O)F)c1
  95	87	95	91	95	111	68	99
Oc1c(Cl)cc(Cl)c2ccccc12
  85	95	99	105	113	105	72	96
CC(C)CCC(=O)O[C@H]1CC[C@H]2[C@@H]3CCC4=CC(=O)CC[C@]4(C)[C@H]3CC[C@]12C
  96	128	103	107	105	93	82	100
Cc1cc(C(C)(C)C)ccc1O
  107	100	109	114	111	120	87	108
CC[N+](CC)(CC)CCC(C(N)=O)(c1ccccc1)c1ccccc1
  116	102	106	101	105	116	99	103
COCCOCCOC(=O)CBr
  105	110	110	103	104	110	88	102
C[C@]12CC(C(O)C(F)(F)F)C(=O)C[C@@H]1CC[C@@H]1[C@@H]2CC[C@]2(C)[C@@H](O)CC[C@@H]12 (stereo partly drawn)
  107	110	102	99	100	106	79	99
C1=C(N2CCCC2)CCCC1
  109	116	116	116	116	101	83	102
COc1ccc(/C=C\c2cc(OC)c(OC)c(OC)c2)cc1NS(=O)(=O)c1ccc(Cl)cc1
  62	82	55	80	78	83	55	80
CN(C)C1C(=O)C(C(N)=O)=C(O)C2(O)C(=O)C3=C(O)c4c(O)cccc4C(C)(O)C3CC12.[Cl][Sb]([Cl])[Cl] (stereo not drawn)
  45	77	44	42	27	143	55	42
COc1cc([C@@H]2c3cc4c(c(O)c3C[C@H]3COC(=O)[C@@H]32)OCO4)cc(OC)c1OC
  -32*	-0.5*	50	32	-70*	33	33	39
COc1ccc2oc(=O)cc(CN(CCCl)CCCl)c2c1
  69	98	94	93	109	103	71	88
CCN(CC)C(=O)c1ccc(NC(=S)NC(N)=S)cc1
  105	111	99	97	112	143	100	119
C1=C(N2CCOCC2)CCCC1
  86	112	113	93	97	70	77	103
Nc1ccc([N+](=O)[O-])cc1Cl
  103	105	113	102	108	105	78	98
C=CCCC1(C(C)C)C(=O)NC(=S)NC1=O
  108	97	106	94	111	98	79	100
COc1ccc(-c2nc3c(s2)CC[C@@]2(C)C3=CC[C@@H]3[C@@H]2CC[C@]2(C)C(=O)CC[C@@H]32)cc1
  98	112	105	92	98	114	88	112
O=[N+]([O-])/C=C/c1ccc(Cl)cc1
  109	102	113	107	111	109	87	93
O=S(=O)(Oc1ccc(Cl)cc1)c1ccc(Cl)cc1
  106	111	109	102	95	109	91	133
CSc1nc(Cl)cc(N2CC2)n1
  123	115	114	104	104	111	114	107
O=C(O)c1ccc(N2CC2)cc1O
  130	105	115	109	110	102	78	107
O=C([Se]C1C=CCCC1)c1ccc(C(=O)[Se]C2C=CCCC2)s1 (stereo not drawn)
  -90*	-97*	-95*	-82*	-93*	-89*	-100*	-81*
C#Cc1nc2ccccc2[se]1
  71	86	106	94	108	101	72	119
CN(C)C(=O)Oc1ccc(Br)cc1
  97	96	98	106	99	106	85	100
COc1cc(CC(C)=O)ccc1O
  100	110	114	93	107	104	91	97
N#Cc1nc(-c2ccccc2)oc1N1CCC(S(=O)(=O)F)CC1
  103	107	101	100	81	104	87	113
N#CCc1ccc(CC#N)cc1
  109	98	119	87	98	104	90	100
NCCc1nc2ccccc2[nH]1
  109	105	110	101	106	97	87	116

Retrieved one by one from the entries so far:
Fields – IGROV1	SK-OV-3	OVCAR-4	SN12C	786-0	OVCAR-5	UO-31	TK-10
CCCCN(N=O)C(=O)OCC
  110	106	111	99	103	106	93	116
N#CCc1ccc(CC#N)cc1
  109	98	119	87	98	104	90	100

Next results:
Fields – IGROV1	SK-OV-3	OVCAR-4	SN12C	786-0	OVCAR-5	UO-31	TK-10
COC(=O)C1=C(Nc2ccc(Cl)c(C(F)(F)F)c2)C(=O)OC12C(=O)Nc1ccccc12 (stereo not drawn)
  101	99	107	112	106	104	70	128
CC1CN1P(=O)(Oc1ccc2ccccc2c1)N1CC1C (stereo not drawn)
  98	106&121	102	111&98	114&104	104&97	95&97	112&101
O=C(OCCOC(=O)N1CC1)N1CC1
  106	100	103	111	103	102	111	99
O=C1C2CC(CN3CCCCC23)C2CCCCN12 (stereo not drawn)
  158	111	104	110	73	94	90	86
CCCCOC(=O)C(Cl)(Cl)Cl
  113	122	119	103	108	116	105	111
O=C(CCN1CC1)OCC1CCCO1 (stereo not drawn)
  109	111	113	111	105	108	101	97
O=c1cc[nH]c(=O)o1
  104	102	104	105	99	109	94	84
CC1(C)[C@H](O)[C@H](F)C[C@@]2(C)Oc3ccc(C(=O)Nc4ccc5c(c4)NC(=O)C54CCN(CCCCC#N)CC4)cc3C[C@H]12
  63	18	65	70	22	63	32	59
N#C[Se]CC(=O)Nc1cccc(C(F)(F)F)c1
  -65*	14	37	-78*	-54*	-37*	-84*	-80*
CC1CCCCN1C(c1ccccc1)C(O)c1ccccc1 (stereo not drawn)
  93	100	98	98	92	101	87	98
CCN(CC)C(=O)CCl
  108	94	106	89	/	92	98	111
C=CCOP1(OCC=C)=NP(OCC=C)(OCC=C)=NP(OCC=C)(OCC=C)=N1
  107	104	115	98	114	105	84	110
O=C1C(O)=C(c2ccccc2)C(=O)C(O)=C1c1ccccc1
  98	109	101	108	104	105	77	105
O=C(CC1(O)C(=O)N(Cc2ccccc2)c2ccc(Cl)cc21)c1ccc(C(=O)NCC2CCC3(CC2)OOC2(CCCCC2)OO3)cc1 (stereo not drawn)
  -35*	68	-40*	-58*	-74*	6.0*	-74*	-92*
CC(C)CC(C)(c1ccc(O)cc1)c1ccc(O)cc1
  96	97	99	95	112	91	92	122
CC1=NNC(=O)C1Br (stereo not drawn)
  111	105	102	104	100	112	88	110

These rows are one share of the data, so the mix of outcomes need not match the whole.
